DNMT1 inh – inhibitors of human DNMT1; P26358; DNMT1 molecular beacon, Hinp1I cleavage, fluorescence; inhibition (reported as % activation of signal), % at 10 µM; actives 0.83% (n = 360,000); AID 588458; in the data active means inhibition above about 50%
STEP inh – blocks human striatal-enriched tyrosine phosphatase; recombinant STEP, OMFP fluorogenic substrate, fluorescence; AID 588621; inhibition, % at 20 µM; actives 0.25% (n = 360,000);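 active means inhibition at 20 µM, scaled per plate between control wells, above about 37%, limit read from the data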;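 further: 0% = DMSO with enzyme and substrate and 100% = substrate only without enzyme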
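Also added – OMFP at 25 µM · Test system – STEP tyrosine phosphatase · Technique – FITC-channel fluorescence of OMFP product · Schedule – 20 min at room temperature, dark · Evaluation – control-normalized % inhibition with plate pattern correction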
Tb MetRS inh – blocks T. brucei methionyl-tRNA synthetase activity | actives 0.4% (n = 360,000) | AID 624268 | inhibition, % at 11.9 µM | purified T. brucei MetRS, ATP depletion, Kinase-Glo luminescence;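 active means inhibition above a per-plate cutoff of the control wells' mean inhibition plus 3 SD, cut at about 5.5% in these data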;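 further: 0% = DMSO wells median and 100% = median of wells with control inhibitor compound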
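Measured by: Kinase-Glo luciferase luminescence reporting remaining unconsumed ATP. Material: purified T. brucei MetRS enzyme. Doses: 11.9 µM compound single dose, 0.9% DMSO. Medium: HEPES buffer containing pyrophosphatase, BSA, spermine, DTT. Times: 15 min preincubation, 2 h reaction, all 25 °C. Reagent: methionine, ATP and bulk E. coli tRNA.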
SUMO1-SIM PPI – alters human SUMO1 binding to SIM partners; actives 0.33% (n = 360,000); inhibition, % at 20 µM; SUMO1 binding to a labelled peptide, TR-FRET, 1 h; in the data active means inhibition above about 37%
Target sequence (P63165 whole entry, looked up): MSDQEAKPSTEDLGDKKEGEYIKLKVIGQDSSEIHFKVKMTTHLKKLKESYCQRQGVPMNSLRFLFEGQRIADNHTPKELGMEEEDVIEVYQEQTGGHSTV
CSN deneddyl inh – inhibitors of human CSN-mediated cullin deneddylation; Q92905; Purified CSN, SCF-Nedd8-OG deneddylation, fluorescence polarization; inhibition, % at 12.5 µM; actives 0.38% (n = 360,000);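 active means pattern-corrected inhibition above about 35%, with an unprinted fluorescence ratio check between 0.5 and 1.5, limit read from the data, passing the limit was not always enough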;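 further: 0% = enzyme with substrate and 100% = substrate without enzyme; some results filed as inactive read as strong as hits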
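Material: purified human Csn5 enzyme expressed in HEK293T cells / Medium: Tris buffer pH 7.5, NaCl, DTT, Tween-20, trehalose, ovalbumin / Compound dosing: 12.5 µM single point / Schedule: 90 min incubation of compound, enzyme and substrate at room temperature / Signal: fluorescence polarization of the substrate / Control set: no-enzyme wells high, enzyme-with-substrate wells low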
PABP1 MLLE inh – blocks PAM2 peptide binding to the PABP1 MLLE domain; P11940; GST-MLLE / FITC-PAM2 fluorescence polarization; inhibition, % at 20 µM; actives 0.36% (n = 360,000); AID 588489; in the data active means inhibition above about 35%, passing the limit was not always enough;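 further: plate controls were DMSO wells with GST-MLLE for no effect and wells lacking GST-MLLE protein for full effect; some results filed as inactive read as strong as hits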
Scp-1 inhibitor – Scp-1 (human) phosphatase inhibition | Recombinant Scp1, phosphopeptide, malachite green phosphate absorbance | inhibition, % at 20 µM | actives 0.88% (n = 340,000);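 active means inhibition above about 50% at 20 µM, limit read from the data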;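 further: plate controls were DMSO wells with enzyme for no effect and wells lacking enzyme for full effect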
Target sequence (Q9GZU7 76-261 limits assumed): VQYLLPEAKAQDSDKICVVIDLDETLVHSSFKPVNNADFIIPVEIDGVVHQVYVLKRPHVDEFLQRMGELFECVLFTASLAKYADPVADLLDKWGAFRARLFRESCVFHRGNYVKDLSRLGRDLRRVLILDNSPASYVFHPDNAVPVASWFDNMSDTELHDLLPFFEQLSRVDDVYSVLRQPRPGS
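Test system: SCP-1 catalytic domain; Buffer or medium: Acidic Tris acetate buffer with magnesium and detergent; Also added: Phosphorylated 17-residue peptide substrate; Compound: single 20 µM dose, 1% DMSO; Schedule: enzyme reaction 45 min at room temperature, colour 5 min, stabilisation 30 min; Signal: Phosphate-binding colour reagent, absorbance read at 630 nm.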
LMPTP block – blocks human LMPTP phosphatase. P24666. actives 0.22% (n = 360,000). AID 651560. recombinant LMPTP-A, OMFP fluorogenic substrate, fluorescence intensity. inhibition, % at 20 µM;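 active means compounds that cut the enzyme signal by at least half of the control window in the single-dose screen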;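 further: plate controls were DMSO wells with enzyme plus substrate for no effect and substrate without enzyme for full effect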
Target sequence (P24666 whole entry, looked up): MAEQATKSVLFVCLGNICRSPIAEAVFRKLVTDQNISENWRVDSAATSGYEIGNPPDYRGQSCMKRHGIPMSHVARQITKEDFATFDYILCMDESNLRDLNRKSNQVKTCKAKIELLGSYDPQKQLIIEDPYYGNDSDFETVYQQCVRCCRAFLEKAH
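Test system: LMPTP-A phosphatase enzyme; input: 0.625 nM LMPTP-A final; reagent: OMFP substrate, 400 µM final; compound dosing: 20 µM single dose, 3% DMSO; incubation: 50 min dark incubation at room temperature; measured by: endpoint fluorescence intensity from OMFP dephosphorylation; measure: % inhibition relative to no-enzyme and uninhibited control wells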
Rpn11 block – Rpn11 (human) deubiquitinase inhibition; O00487; AID 588493; actives 0.59% (n = 360,000); calls only at 20 µM; human 26S proteasome, Ub4-pepOG fluorescence polarization; 20S core pre-blocked with epoxomicin;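 active means inhibition at 20 µM, scaled to each plate's controls, above about 33%, limit read from the data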
Target sequence (O00487 whole entry, looked up): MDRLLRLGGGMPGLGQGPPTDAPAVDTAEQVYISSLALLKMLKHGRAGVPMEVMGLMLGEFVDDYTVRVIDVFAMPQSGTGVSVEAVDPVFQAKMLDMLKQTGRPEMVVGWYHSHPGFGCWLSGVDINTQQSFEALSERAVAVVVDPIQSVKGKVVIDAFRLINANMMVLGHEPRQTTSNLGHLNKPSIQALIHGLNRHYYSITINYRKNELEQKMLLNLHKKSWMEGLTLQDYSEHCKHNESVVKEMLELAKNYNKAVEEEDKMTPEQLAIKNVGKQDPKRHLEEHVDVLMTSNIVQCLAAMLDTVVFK
NadD inh – blocks S. aureus nicotinate mononucleotide adenylyltransferase; AID 602399; actives 0.78% (n = 360,000); inhibition, % at 20 µM; purified NadD enzyme, colorimetric absorbance read-out; in the data active means inhibition above about 26%; further: some compounds past the cut are filed as inactive
Numbers without * were called inactive; i = inactive; x = no result given.

SMILES | DNMT1 inh | STEP inh | Tb MetRS inh | SUMO1-SIM PPI | CSN deneddyl inh | PABP1 MLLE inh | Scp-1 inhibitor | LMPTP block | Rpn11 block | NadD inh
CCCc1cc(=O)oc2c(C)c(O)c(CN3CCCCC3)cc12 | 4 | 4 | -0.9 | 3 | 5 | -1 | -10 | -0.3 | i | -4
COc1ccc(N2CCN(C(=O)Cc3ccc(OC)c(OC)c3)CC2)cc1 | 0 | 2 | -1.3 | 0 | 7 | -11 | -1 | -0.6 | i | -2
O=C(Cc1coc(-c2ccc(F)cc2)n1)NC1CCCCC1 | 2 | -6 | -1.1 | -3 | -8 | -5 | -4 | 2.1 | i | -5
CC(=O)NC/C(C)=N\Nc1ccc([N+](=O)[O-])cc1 | 2 | -3 | -0.6 | -15 | 13 | -53 | -4 | 0.2 | i | 2
O=C(COC(=O)c1ccccc1)Nc1cc(S(=O)(=O)N2CCCCCC2)ccc1Cl | 5 | 3 | 0.4 | -1 | -1 | 4 | -7 | 2.6 | i | -3
CCC(C(=O)NCCc1ccc(S(N)(=O)=O)cc1)c1ccccc1 (stereo not drawn) | 2 | 0 | -0.9 | 0 | 0 | 3 | 0 | -0.9 | i | -10
COc1ccc(S(=O)(=O)N2CCCCC2)cc1NC(=O)CCNC(=O)c1ccccc1Cl | -3 | 0 | -0.7 | 11 | 2 | 1 | 0 | -0.5 | i | -4
Cc1sc2ncnc(N3CCC(C(=O)Nc4nnc(SCc5ccccc5F)s4)CC3)c2c1C | 1 | 1 | -0.3 | 1 | -3 | -24 | 9 | 1.7 | i | 47*
Cc1cc(N)n(-c2ccc3ccccc3c2)n1 | -4 | -4 | -1.5 | 0 | 3 | 9 | -2 | -1.0 | i | 1
CC(C(=O)Nc1ccccc1)N1CCN(C(=O)c2ccco2)CC1 (stereo not drawn) | 2 | 1 | -0.5 | 1 | 4 | 11 | -9 | 0.6 | i | 0
Cc1cc2ccccn2c1C(C[N+](=O)[O-])c1ccc(N(C)C)cc1 (stereo not drawn) | -5 | -3 | -0.3 | -9 | 2 | -60 | -5 | 4.0 | i | 12
COc1ccc(C(C(=O)NC(C)(C)C)n2c(-c3ccc(C(F)(F)F)cc3)nc3ccccc32)cc1 (stereo not drawn) | x | x | 0.1 | -6 | -2 | x | x | -1.3 | x | x
O=C(Nc1ccc(N2CCCC2)cc1)c1cccc(-c2cc3ccccc3oc2=O)c1 | 76* | 9 | -0.5 | -2 | 8 | -4 | -3 | 23 | i | 57*
Cc1cc(NCCCn2ccnc2)n2nc(-c3ccc(Cl)cc3)cc2n1 | -6 | 3 | 0.9 | 4 | 7 | -8 | -5 | 0.3 | i | 23
COc1ccccc1NC(=S)N(CCCN(C)C)Cc1cc2cc3c(cc2[nH]c1=O)OCO3 | -3 | 3 | 0.1 | 3 | -2 | -101 | -2 | -0.1 | i | -3
S=C(NCCCc1cnc[nH]1)NCCCN(Cc1ccc(Cl)cc1)c1ccc(Br)cn1 | -10 | 5 | -1.2 | -44 | -2 | -31 | x | -5.8 | i | 21
Cc1nc([N+](=O)[O-])c(SCC(O)CCl)n1Cc1ccc(Cl)cc1 (stereo not drawn) | 2 | -3 | 0.1 | -12 | -6 | -2 | -3 | -0.4 | i | 5
CCC(=O)Oc1ccc(C(CC)C(CC)c2ccc(OC(=O)CC)cc2)cc1 (stereo not drawn) | 10 | 1 | -1.3 | 0 | -2 | -2 | -12 | 0.6 | i | -1
COC(=O)c1cccc(Cn2c(Cl)c(/C=N/Nc3ccccc3C)sc2=O)c1 | -5 | 0 | 0.8 | 0 | 0 | -137 | -14 | 1.4 | i | 4
Cc1ccc(SC[C@H](c2ccccc2)N2CCN(C)CCC2=O)cc1 | 4 | 0 | 0.1 | -1 | -6 | 19 | -6 | -1.8 | i | -11
CCNC(=S)N(CCc1c(C)[nH]c2ccc(F)cc12)Cc1cccnc1 | -4 | 0 | -0.2 | -1 | 1 | -128 | -7 | -0.2 | i | 3
CCOC(=O)c1cccc(S(=O)(=O)N2CCCC2)c1 | -4 | -5 | -0.1 | 4 | -3 | -1 | -11 | -0.4 | i | 4
CN(C)c1cccc2c1c(NS(=O)(=O)c1cn(C)cn1)nn2C | -9 | 0 | 0.0 | -5 | 0 | 20 | -11 | -1.9 | i | 3
CN1C[C@@H]2[C@@H]3C(=O)N(C)C(=O)[C@@H]3[C@](Cc3ccccc3)(C1=O)N2C(=O)c1ccc(F)cc1 | 1 | 0 | 0.2 | -5 | -4 | 11 | 6 | 1.8 | i | -2
COc1ccc(-c2[nH]c(-c3cccc(OC)c3)nc2SCC(=O)NC2CCCC2)cc1 | -5 | -3 | -0.3 | 3 | -3 | 15 | -11 | 1.4 | i | -2

A draw from above in order of number of heavy atoms, smallest number first:
SMILES | DNMT1 inh | STEP inh | Tb MetRS inh | SUMO1-SIM PPI | CSN deneddyl inh | PABP1 MLLE inh | Scp-1 inhibitor | LMPTP block | Rpn11 block | NadD inh
Cc1cc(N)n(-c2ccc3ccccc3c2)n1 | -4 | -4 | -1.5 | 0 | 3 | 9 | -2 | -1.0 | i | 1
O=C(Cc1coc(-c2ccc(F)cc2)n1)NC1CCCCC1 | 2 | -6 | -1.1 | -3 | -8 | -5 | -4 | 2.1 | i | -5
CCCc1cc(=O)oc2c(C)c(O)c(CN3CCCCC3)cc12 | 4 | 4 | -0.9 | 3 | 5 | -1 | -10 | -0.3 | i | -4
COc1ccc(N2CCN(C(=O)Cc3ccc(OC)c(OC)c3)CC2)cc1 | 0 | 2 | -1.3 | 0 | 7 | -11 | -1 | -0.6 | i | -2
COc1ccccc1NC(=S)N(CCCN(C)C)Cc1cc2cc3c(cc2[nH]c1=O)OCO3 | -3 | 3 | 0.1 | 3 | -2 | -101 | -2 | -0.1 | i | -3
COc1ccc(C(C(=O)NC(C)(C)C)n2c(-c3ccc(C(F)(F)F)cc3)nc3ccccc32)cc1 (stereo not drawn) | x | x | 0.1 | -6 | -2 | x | x | -1.3 | x | x

Additional entries:
SMILES | DNMT1 inh | STEP inh | Tb MetRS inh | SUMO1-SIM PPI | CSN deneddyl inh | PABP1 MLLE inh | Scp-1 inhibitor | LMPTP block | Rpn11 block | NadD inh
CN(C(=O)Cn1c(=O)oc2cc(S(=O)(=O)N3CCCC3)ccc21)C1CCCCC1 | 1 | 0 | 0.0 | -2 | -2 | 6 | -1 | -0.6 | i | -5
Cc1ccc(C(=O)Nc2cccc(-c3cn4ccccc4n3)c2)cc1 | -6 | -1 | 0.3 | 5 | 35* | -1 | -8 | 7.2 | i | 5
COC(=O)c1cc(NC(=O)C2COc3ccccc3O2)cc(C(=O)OC)c1 (stereo not drawn) | 1 | 1 | -1.3 | 4 | -2 | -2 | 5 | 1.7 | i | -6
CC(C)CCN1CCN(Cc2cccn2-c2ccccn2)CC1CCO (stereo not drawn) | 0 | 2 | -0.7 | 0 | 4 | 19 | -7 | -0.9 | i | 0
C=CCN1C(=O)/C(=C\C(C)=C\c2ccccc2)SC1=S | 10 | 1 | -1.9 | -5 | -3 | 1 | 5 | -0.6 | i | -2
COc1cc(NC(=O)COc2cccc(C)c2C)ccc1NC(=O)c1ccco1 | -2 | 1 | -0.4 | -5 | 0 | -9 | -8 | 1.6 | i | -6
O=S1(=O)CC(NCc2ccccc2)C(Nc2ccccc2)C1 (stereo not drawn) | 19 | 0 | -0.2 | 0 | -2 | 0 | -3 | -0.2 | i | 3
C[C@H](CO)N1C[C@H](C)[C@@H](CN(C)S(C)(=O)=O)Oc2ccc(NC(=O)C3CC3)cc2C1=O | 4 | -2 | -0.4 | -5 | -4 | 12 | 8 | -0.6 | i | 2
CCN1C(=O)CSC1=NC1C2CC3CC(C2)CC1C3 (stereo not drawn) | 4 | 8 | -0.6 | 0 | 3 | -3 | -11 | 2.7 | i | -1
Cc1nc2cc(NC(=O)C3(C)CCCN(C(C)C)C3)ccc2o1 (stereo not drawn) | 7 | -3 | -0.4 | -2 | 0 | 25 | x | 1.3 | i | 2
O=C(NCCN1CCCCC1)Nc1cccc(C(F)(F)F)c1 | -4 | 3 | 1.6 | -14 | 5 | -2 | 0 | 1.0 | i | -11
Fc1ccc(COc2ccc(Br)cc2CNCC2CCCO2)cc1 (stereo not drawn) | 2 | 2 | -0.3 | 3 | -2 | -55 | 20 | -1.9 | i | -4
O=C(NNC(=O)c1cc2ccccc2cc1O)NC1CCCCC1 | 1 | -1 | 1.4 | -11 | 2 | -16 | -8 | -1.5 | i | -9
Nc1ccn([C@@H]2O[C@H](CNCc3cccc4c3sc3ccccc34)[C@@H](O)[C@H]2O)c(=O)n1 | 0 | 0 | 0.4 | 4 | 1 | 10 | x | -1.5 | i | -8
CC(Sc1n[nH]c(-c2ccccc2)n1)C(=O)c1c(N)n(C)c(=O)n(C)c1=O (stereo not drawn) | 2 | 0 | -0.1 | 7 | 4 | -23 | -1 | 0.6 | i | -1
Cc1nc2cc3c(cc2c(C)c1C(=O)OC(C)C)OCO3 | 1 | 0 | 0.0 | 3 | -11 | -4 | -2 | 0.2 | i | 3
C=CCNc1nc(-c2ccccc2)c(C(=O)OCC)cc1C#N | -3 | -1 | -1.0 | -1 | 2 | -3 | -14 | 1.4 | i | 1
CC1(C)CCC[C@]2(C)[C@H]3Cc4cc(O)ccc4O[C@]3(C)CC[C@@H]12 | 45 | 2 | -0.1 | 13 | 3 | -14 | -9 | 1.5 | i | -5
Clc1ccc(-c2nc3cnccn3c2Nc2ccc3c(c2)OCO3)cc1 | -7 | 2 | -0.1 | -8 | 4 | -3 | 2 | 1.3 | i | 0
CCCN(CCC)S(=O)(=O)c1ccc(C(=O)Nc2c(C)n(C)n(-c3ccccc3)c2=O)cc1 | 0 | -1 | 3.0 | -1 | 3 | -14 | -4 | 1.1 | i | 8

Entries above that bear a hit mark in NadD inh:
Molecule,DNMT1 inh,Tb MetRS inh,SUMO1-SIM PPI,CSN deneddyl inh,PABP1 MLLE inh,Scp-1 inhibitor,LMPTP block,Rpn11 block,NadD inh
Cc1sc2ncnc(N3CCC(C(=O)Nc4nnc(SCc5ccccc5F)s4)CC3)c2c1C,1,-0.3,1,-3,-24,9,1.7,i,47*
O=C(Nc1ccc(N2CCCC2)cc1)c1cccc(-c2cc3ccccc3oc2=O)c1,76*,-0.5,-2,8,-4,-3,23,i,57*
